Source: PubChem
TNAP act hi DEA: TNAP (human) activation, high acceptor; activation factor at 20 µM; P05186; purified TNAP, CDP-star luminescence, 1 M DEA, 30 min; stronger effect = higher value; 0 = EDTA background, 1 = DMSO-only activity; 200,000 tested, under 10 active; AID 1136;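 active means activation factor at least 2 at 20 µM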
Target sequence (P05186 whole entry, looked up): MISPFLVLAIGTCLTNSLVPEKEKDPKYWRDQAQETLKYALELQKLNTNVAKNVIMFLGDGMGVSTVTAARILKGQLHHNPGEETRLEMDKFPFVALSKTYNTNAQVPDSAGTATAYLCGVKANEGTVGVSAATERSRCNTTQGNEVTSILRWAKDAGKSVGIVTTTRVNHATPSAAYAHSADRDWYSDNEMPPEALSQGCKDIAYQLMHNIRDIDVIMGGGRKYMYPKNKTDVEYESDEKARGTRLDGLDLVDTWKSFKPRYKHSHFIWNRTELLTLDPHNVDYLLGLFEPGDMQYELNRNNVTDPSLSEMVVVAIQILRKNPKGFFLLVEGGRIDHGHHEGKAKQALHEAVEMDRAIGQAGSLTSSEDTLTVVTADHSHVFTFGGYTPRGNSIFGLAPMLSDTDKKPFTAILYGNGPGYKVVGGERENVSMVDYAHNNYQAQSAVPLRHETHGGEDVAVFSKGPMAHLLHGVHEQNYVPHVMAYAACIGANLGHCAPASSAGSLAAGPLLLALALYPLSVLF
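Test system – human TNAP · Doses – 20 µM single point · Incubation – 30 min, room temperature · Signal – luminescent substrate turnover signal · Read-out basis – activation factor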
bIAP inh: blocks bovine intestinal alkaline phosphatase activity. purified bovine IAP, CDP-star luminescence, 30 min. inhibition, % at 20 µM. 190,000 tested, under 10 active. AID 1019;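 active means over 50% inhibition of intestinal alkaline phosphatase at 20 µM in the single-dose screen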
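System: purified bovine intestinal alkaline phosphatase (IAP) enzyme; Input: IAP diluted 1/65,000,000 in the well; Measured by: CDP-star luminescence signal; Compound dosing: 20 µM single dose; Incubation: 30 min reaction at room temperature.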
Efa HMGR inh: blocks class II HMG-CoA reductase of Enterococcus faecalis | purified E. faecalis HMGR, NADPH absorbance 340 nm kinetic | AID 1066 | 190,000 compounds, 0.41% hits | inhibition, % at 10 µM;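 active means inhibition above a set limit, the median over all tested compounds plus 3 SD, cut at about 9.5% in these data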;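 further: enzyme runs in reverse so mevalonate oxidation gives rising NADPH absorbance; 0% = complete reaction with DMSO and 100% = background rate lacking mevalonate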
bIAP activator: increases bovine intestinal alkaline phosphatase activity; purified bovine IAP, CDP-star luminescence, 30 min; stronger effect = higher value; fold of DMSO-control signal, blank-subtracted; activation factor at 20 µM; 200,000 compounds, 0.17% hits;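 active means activation factor of 2 or more at 20 µM, a signal rise over negative controls twice the positive control's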
TNAP inh hi DEA: blocks human TNAP under high phosphate acceptor concentration | P05186 | inhibition, % at 20 µM | purified TNAP, CDP-star luminescence, 1 M DEA | AID 1135 | 200,000 compounds, 0.03% hits;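 active means over 50% inhibition of tissue-nonspecific alkaline phosphatase at 20 µM in the single-dose screen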;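 further: plate controls were DMSO wells for no effect and EDTA-quenched wells as full inhibition for full effect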
PPARg SRC2 recr: agonists of SRC-2 recruitment by human PPARgamma; P37231; PPARgamma LBD-SRC-2 recruitment, biochemical; activation, % at 8 µM; 200,000 compounds, 0.34% hits; in the data active means activation above about 22%;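 further: 0% = vehicle and 100% = reference agonist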
PPARg SRC1 recr: PPARgamma-driven SRC-1 recruitment agonism | P37231 | 200,000 compounds, 0.41% hits | activation, % at 8 µM | PPARgamma-SRC-1 coactivator recruitment biochemical assay; in the data active means activation above about 19%;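 further: 0% = DMSO and 100% = reference agonist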
SRC2 TRFRET art: counter-screen for PPARgamma SRC-2 recruitment agonists: TR-FRET artefact. 200,000 compounds, 0.4% hits. AID 1049. TR-FRET ratio at 8 µM. stronger effect = higher value; in the data active means TR-FRET ratio above about 2000; further: inactives centre near 1500; reference of the scale not given here
PPARg SRC-3 ag: agonists of human PPARgamma SRC-3 coactivator recruitment; P37231; biochemical PPARgamma/SRC-3 coactivator recruitment assay; activation, % at 8 µM; 200,000 compounds, 0.26% hits; AID 731; in the data active means activation above about 23%;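 further: 0% = DMSO and 100% = reference agonist; some compounds past the cut are filed as inactive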
TNAP inh noacc: blocks human TNAP activity with no phosphate acceptor present. inhibition, % at 20 µM. 200,000 compounds, 0.26% hits. AID 1012. P05186. purified TNAP, CDP-star luminescence, 30 min;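 active means tissue-nonspecific alkaline phosphatase inhibition above about 50% at 20 µM in the single-dose screen, limit read from the data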;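 further: 0% = DMSO negative control and 100% = EDTA positive control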
Active calls of the source: *; . = no result given.

No.	SMILES	bIAP activator	Efa HMGR inh	bIAP inh	SRC2 TRFRET art	TNAP act hi DEA	TNAP inh noacc	TNAP inh hi DEA	PPARg SRC-3 ag	PPARg SRC2 recr	PPARg SRC1 recr
1	CCOCCn1c(CN2CCN(c3cccc(Cl)c3)CC2)nc2c1c(=O)n(C)c(=O)n2C	1	-3	4	1493	1.1	-12	-6	4	-6	-2
2	CC(C(=O)O)n1cnc2sc3c(c2c1=O)CCCC3 (stereo not drawn)	1	-5	2	1553	1	-9	-4	4	5	0
3	CCC(=O)Nc1nnc(C)s1	0.9	0	7	1605	1	-7	1	6	5	1
4	S=c1[nH]cnc2scc(-c3ccc(Br)cc3)c12	0.9	-3	9	1503	1	21	3	0	2	9
5	COc1cc(OC)c(C2C(C(=O)N3CCOCC3)=C(C)NC3=C2C(=O)CC(C)(C)C3)cc1OC (stereo not drawn)	1.1	-6	-6	1532	1	-14	-4	5	3	0
6	Nc1c(-c2cccc([N+](=O)[O-])c2)nc2ccccn12	0.9	-6	8	1651	1	-4	-4	5	18	12
7	Cc1ccn2c(C(=O)N/N=C/c3ccc(CNC(=O)C(=O)Nc4ccc(C)c(C)c4)o3)c(C)nc2c1	0.8	0	23	1640	1	-30	0	2	-3	5
8	CC(C)N1CCN(Cc2ccncc2)CC1CCO (stereo not drawn)	1	0	1	1522	1	-3	2	-2	-6	-3
9	Clc1ccc(-c2csc(N/N=C/c3ccc4c(c3)OCO4)n2)cc1	1.3	-3	-28	1634	1	-12	-2	4	6	8
10	COC(=O)c1cc(OC)c(OC)cc1NC(=S)N1CCCC(CO)C1 (stereo not drawn)	0.8	4	17	1573	1.1	-12	-6	2	9	-3
11	CCOC(=O)c1c(C)oc2ccc(OC(=O)c3cccs3)cc12	0.3	5	.	1584	1	2	-3	3	2	1
12	Cn1c(=O)c(C(=O)CCl)c(N)n(CC2CC2)c1=O	0.8	-6	25	1540	1	-8	0	2	7	10

Pulled by structure from the entries so far (four):
No.	SMILES	bIAP activator	Efa HMGR inh	bIAP inh	SRC2 TRFRET art	TNAP act hi DEA	TNAP inh noacc	TNAP inh hi DEA	PPARg SRC-3 ag	PPARg SRC2 recr	PPARg SRC1 recr
6	Nc1c(-c2cccc([N+](=O)[O-])c2)nc2ccccn12	0.9	-6	8	1651	1	-4	-4	5	18	12
11	CCOC(=O)c1c(C)oc2ccc(OC(=O)c3cccs3)cc12	0.3	5	.	1584	1	2	-3	3	2	1
4	S=c1[nH]cnc2scc(-c3ccc(Br)cc3)c12	0.9	-3	9	1503	1	21	3	0	2	9
5	COc1cc(OC)c(C2C(C(=O)N3CCOCC3)=C(C)NC3=C2C(=O)CC(C)(C)C3)cc1OC (stereo not drawn)	1.1	-6	-6	1532	1	-14	-4	5	3	0

Single records (already shown). Order of values: bIAP activator	Efa HMGR inh	bIAP inh	SRC2 TRFRET art	TNAP act hi DEA	TNAP inh noacc	TNAP inh hi DEA	PPARg SRC-3 ag	PPARg SRC2 recr	PPARg SRC1 recr
Record of Cn1c(=O)c(C(=O)CCl)c(N)n(CC2CC2)c1=O = 0.8	-6	25	1540	1	-8	0	2	7	10
Record of Cc1ccn2c(C(=O)N/N=C/c3ccc(CNC(=O)C(=O)Nc4ccc(C)c(C)c4)o3)c(C)nc2c1 = 0.8	0	23	1640	1	-30	0	2	-3	5
Record of CCC(=O)Nc1nnc(C)s1 = 0.9	0	7	1605	1	-7	1	6	5	1
Record of CCOC(=O)c1c(C)oc2ccc(OC(=O)c3cccs3)cc12 = 0.3	5	.	1584	1	2	-3	3	2	1

The list goes on:
No.	SMILES	bIAP activator	Efa HMGR inh	bIAP inh	SRC2 TRFRET art	TNAP act hi DEA	TNAP inh noacc	TNAP inh hi DEA	PPARg SRC-3 ag	PPARg SRC2 recr	PPARg SRC1 recr
13	COc1cc2c(C(=O)NCc3ccc4c(c3)OCO4)cn(C)c(=O)c2cc1OC	0.9	-4	6	1649	1.1	-11	-6	-3	4	-2
14	CCOC(=O)CC(=O)CSc1nnc2c(n1)[nH]c1ccccc12	1	-3	-3	1388	1.1	-2	-8	-1	-3	1
15	Cc1ccc(S(=O)(=O)N(CC(=O)N(C)C)c2cccc([N+](=O)[O-])c2)cc1	1	-4	2	1608	1	-14	-4	3	3	4
16	CC(=O)C(Sc1nccc(-c2cccs2)n1)C(C)=O	1	-8	0	1715	1	8	-3	7	4	-4
17	Cc1ccc2nc3c(cc(C(=O)NC4CCCC4)c(=N)n3CCCn3ccnc3)c(=O)n2c1	1	-6	-2	1336	1	-2	-3	-4	1	-11
18	Cc1cc(C)n2nc(SCC(=O)N/N=C/c3ccccc3F)nc2n1	0.9	-8	10	1414	1	-10	-3	-2	-2	4
19	COc1nc(C)nc(NC(=O)NS(=O)(=O)c2ccc(C)cc2)n1	0.9	-5	10	1609	1	-8	-1	11	-6	-3
20	COc1ccc(C(=O)Nc2cccc(C(=O)NCc3ccco3)c2)cc1	0.8	-7	15	1604	1.1	-17	-8	-5	-3	4
21	CC(C)Sc1nc2sc(-c3ccccc3)cc2c(=O)n1N	1.1	-1	-6	1570	1	2	1	2	12	3
22	Cn1c(=O)c2c(nc(SCC(=O)N3CCc4ccccc43)n2Cc2ccc(F)cc2)n(C)c1=O	.	.	.	1543	.	.	.	-8	-2	2
23	CCCNC(=S)Nc1ccc(Nc2ccccc2)cc1	0.7	-7	28	1617	1	4	0	0	7	6
24	O=C(N/N=C\c1ccc(-c2cccc(Cl)c2)o1)C(=O)NC1CCCC1	1.2	-5	-16	1668	1	-7	-5	1	0	5
25	CSc1nn(-c2ccc(C(=O)OCC(=O)NC(=O)NC(C)C)cc2)c(=S)s1	0.9	1	8	1625	1	0	-4	-4	1	-9
26	Cc1cc2ccccc2nc1SCC(=O)Nc1nc(-c2ccccc2)cs1	1	-6	2	1717	1.1	-13	-5	-5	10	9
27	O=[N+]([O-])c1ccc(N=NNc2ccccc2)cc1	0.7	-6	30	1704	0.8	12	23	5	6	2
28	CCn1c(=O)cc(SCC(=O)NCc2ccc3c(c2)OCO3)c2ccccc21	0.9	-3	5	2126*	1.1	-16	-7	32*	36*	22*
29	Cc1ccc(S(=O)(=O)N(C)c2ccc(OCC(=O)NCc3ccco3)cc2)cc1	0.8	3	18	1519	1	-6	-1	1	-4	0
30	CCN(CC)Cc1c(O)ccc2c(=O)c(Oc3ccccc3OC)coc12	1	-1	-2	1504	1	-3	1	-10	0	2
31	CC(=O)c1c(OC(=O)c2ccc(C)cc2)c2ccccc2n1C	1	-6	4	1444	1	-15	-2	-15	-6	-1
32	O=C(O)C1C2CCC(C2)C1C(=O)Nc1cc(F)ccc1F (stereo not drawn)	0.9	-2	5	1562	1	-10	-4	7	5	1
33	CC(=O)c1ccc(NC(=O)/C(Cl)=C/c2ccccc2)cc1	1.3	-10	-29	1668	1	-1	0	3	11	6
34	CCN(CC)CCCNC(=O)C(C)n1nc(C)c2sc3ccccc3c2c1=O (stereo not drawn)	0.9	-5	5	1435	1	1	0	0	13	0
35	Cc1onc(-c2ccccc2Cl)c1C(=O)NC(=S)NCCc1ccccc1	0.6	-1	45	1684	1	-12	-1	5	5	0
36	O=C(Nc1ccccc1)C(Cc1cccs1)c1nn[nH]n1 (stereo not drawn)	0.9	-2	11	1557	1	-8	0	-2	3	-4
37	COc1ccc(-n2c(C)cc(C(=O)CN3C(=O)NC4(CCc5ccccc54)C3=O)c2C)cc1 (stereo not drawn)	1	-3	-3	1491	1	9	0	-1	-3	-10
38	COc1ccccc1-c1nc(-c2ccccc2)[nH]c(=O)c1C#N	1.1	-6	-6	1553	1.1	-17	-6	7	7	4
39	O=C(Nc1nc2ccccc2s1)c1cnccn1	1	0	-4	1631	1	-7	-1	-4	6	1
40	Cc1cc(C)n(-c2ccc(C(=O)OCC(=O)NCc3ccc(F)cc3)cc2)n1	0.9	-10	9	1339	1	4	0	-2	-3	2
41	O=C1CN(C(=O)c2ccc(Br)o2)C(c2ccc(F)cc2)c2cc(Cl)ccc2N1 (stereo not drawn)	1	-2	-2	1516	1	-3	-4	3	3	2
42	O=C(NNS(=O)(=O)c1ccc2ccccc2c1)c1cccs1	0.9	-7	7	1535	1	20	4	0	0	-1
43	Cc1ccc(C(=O)N/N=C\c2cccs2)cn1	1	-1	3	1702	1	-14	-2	8	1	-2
44	Cc1nc2ccc(S(=O)(=O)N(C)CC(=O)Nc3ccccc3F)cc2s1	0.9	0	7	1472	1	-8	-4	-1	0	11
45	Cc1ccc(S(=O)(=O)N(CC(=O)NCCSc2ccccn2)c2ccc(C)c(C)c2)cc1	1	-3	-4	1482	1.1	-18	-6	-2	3	-9
46	Cc1cc(COc2ccccc2OCCN2CCN(C)CC2)no1	1	-3	1	1478	1.1	-11	-6	1	-1	3
47	CC1(C)N([O-])C(c2cccs2)=C[N+]1=O	0.9	3	5	1396	1.1	-10	-6	12	4	-2
48	Cc1c(NC(=O)OCCNC(=O)COc2ccc(Cl)cc2Cl)sc(=S)n1C	1	-1	1	1564	1	-5	-2	-1	3	3
49	Cc1ccccc1N=C1SCC(=O)N1Cc1ccccc1	0.6	-4	35	1425	1	-17	1	7	1	3
50	O=C(NN1C(=O)C2C3CCC(O3)C2C1=O)c1ccc(Cl)cc1 (stereo not drawn)	1	0	0	1501	1	-7	-2	3	-2	-4
